From PubChem BioAssay
INS-1E GSIS act – GLuc luminescence reporter in INS-1E cells, primary screen for activators of glucose-dependent secretion of insulin; 370,000 tested, 0.61% active; INS-1E GLuc reporter insulin secretion, 2-3 h; AID 743287; activation, % at 16.6 µM;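 active = lowest replicate activation of at least 40%, so every replicate reaches that level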;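 also: 0% = median of neutral control wells and 100% = median of IBMX positive control wells; some compounds called inactive have numbers as strong as hits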
FN deposit inh – fibronectin deposition inhibition | AH1F fibroblasts, Alexa488-fibronectin deposition fluorescence, overnight | inhibition, % at 12.6 µM | 350,000 tested, 0.086% active | AID 743247;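 active = mean inhibition across replicates of 30% or more, regardless of how many single replicates reach that level; inconclusive = mean under 30% yet at least half of replicates reach 30%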;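 also: positive control wells lacked labelled fibronectin entirely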
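material = AH1F fibroblast monolayer depositing Alexa488-labelled fibronectin into matrix | amount = 10000 AH1F cells/well | buffer or medium = DMEM plus 2% serum, read in PBS | incubation = 1 h cell adhesion before compound, then overnight fibronectin incubation | detection = fluorescence at 485 nm excitation, 525 nm emission | evaluation = percent inhibition as loss of matrix-bound fibronectin fluorescence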
miR-122 sensor – inhibitors of miR-122 in Huh7 cells; activation (reporter increase), % at 12.5 µM; AID 602342; 340,000 tested, 0.3% active; Huh7 miR-122 Renilla luciferase sensor, 48 h; neutral wells = 0, positive control = 100;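 active = mean replicate activation score at least 90 and every replicate individually at or above 90; inconclusive = only one of the two criteria met; inactive = neither criterion met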;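 also: higher luciferase means less miR-122 activity so hits act as miR-122 inhibitors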
F508del corr – correctors of CFTR F508del function in bronchial epithelial cells; activity (quench increase), % at 7.58 µM; 350,000 tested, 0.36% active; CFBE cells, YFP halide quenching; stimulated with forskolin plus potentiator P3; % fluorescence drop versus neutral controls;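 active = mean added fluorescence quench of at least 8% versus neutral control, with both replicates also reaching 8%; inconclusive = only one of the mean or replicate conditions met; inactive = mean below 8% and not both replicates reaching 8%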;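 also: cells transiently co-express mutant CFTR-F508del with the halide-sensitive YFP; corrector assay measuring rescue of mutant channel to the surface after 24 h compound exposure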
EWS-Fli block – blocks EWS/Fli oncoprotein-driven transcription; A673 NR0B1-luciferase reporter, viability-normalised; 350,000 tested, 0.67% active; inhibition, % at 12.6 µM;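 active = mean inhibition of at least 50% after viability correction, with every replicate also passing that limit; inconclusive = mean reaches 50% but only one of two replicates passes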;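 also: firefly luciferase signal divided by Alamar Blue viability fluorescence both relative to DMSO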
DENV2 CPE – inhibitors of DENV2 cytopathic effect; CPE inhibition, % at 9.99 µM; 350,000 tested, 1.7% active; DENV2-infected cells, cytopathic effect rescue, plate reader; AID 651640; in the data active = CPE inhibition above about 20%, passing the limit was not always enough; inconclusive = no clear call, values can overlap the other calls; tested in BHK-21 cells;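 also: 0% = median of neutral control wells and 100% = median of positive control wells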
PAX8 reporter – lowers PAX8-driven luciferase in RMG-I cells. 360,000 tested, 1.2% active. AID 652154. RMG-I TPO-luciferase reporter, SteadyGlo, 24 h. inhibition, % at 12.6 µM;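 active = mean replicate inhibition at least 60% with every replicate also reaching 60%; inconclusive = only one of the two criteria is met; inactive = mean below 60% and not all replicates reaching 60%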;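 also: luciferase light reporting Pax8 driven TPO promoter activity; plate controls were median of neutral control wells for no effect and mitoxantrone controls for full effect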
* marks the source's active call; other numbers are inactive results; ? = inconclusive; / = no result given; & = joins results of further samples; ! = not confirmed by another sample; [ ] = another dose, or the depositor's remark. Compounds as they come; overall some 3.9% were active at least once.

SMILES	INS-1E GSIS act	FN deposit inh	miR-122 sensor	F508del corr	EWS-Fli block	DENV2 CPE	PAX8 reporter
COc1ccc(N2CCN(C(=O)c3ccc(SC)cc3OC)CC2)cc1	-18.2	10.6	/	/	-9.0	8.1	8.0
COc1ccccc1CCn1cnc(-c2ccccc2)c1C(C)C	40.3	4.5	/	0.4	17.8	1.4	14.5
O=C(Nc1cnc2ccccn2c1=O)c1ccc(Cl)cc1	7.3	-0.2	-7.6	/	/	/	/
COc1ccc(OCCNC(=O)c2cccc(Oc3ccc(C(F)(F)F)cc3[N+](=O)[O-])c2)cc1	-41.0	5.5	-0.4	/	/	/	40.0
CS(=O)(=O)/C(C#N)=C/c1cccn1S(=O)(=O)c1ccc([N+](=O)[O-])cc1	1.6	21.8	-3.8	-0.3	0.2	-13.7	7.2
O=C(NC1CCCCCCC1)C1CCC(CNc2c(N3CCCC3)c(=O)c2=O)CC1 (stereo not drawn)	11.3	2.0	-2.4	-2.2	-0.2	?	5.0
CC(=O)N1CC2(C1)[C@H](c1ccc(-c3ccccc3C)cc1)[C@H](CO)N2C(C)=O	1.7	/	/	-1.8	6.7	-7.5	3.2
O=[N+]([O-])c1ccc(O)c(/C=N/n2cnc3ccccc32)c1	-18.4	-9.9	-4.3	3.1	12.6	70.4*	29.9
O=C(NCc1ccc2c(c1)OCO2)C1CCCN(S(=O)(=O)c2cccnc2)C1 (stereo not drawn)	/	0.7	3.0	0.7	-12.2	-0.2	10.4
COCCOC(=O)N1CCCCC1c1cc(C(=O)Nc2cccc3c2CCCC3)no1 (stereo not drawn)	-6.2	-3.9	-10.8	-0.3	8.3	13.3	5.2
NC(N)=N/N=C/c1ccc(Cl)c(Cl)c1	/	2.8	-7.5	-1.0	3.8	-3.3	-1.5
CC(C)CCOc1ccc(C(=O)NN2C(=O)NC3(CCCCC3)C2=O)cc1	-1.7	-2.6	5.0	1.2	1.0	-2.1	-6.4
O=C(Nc1ncccc1O)c1cc2ccccc2o1	29.0	6.5	-7.0	-0.2	12.7	-2.2	9.1
Fc1ccccc1-c1ccc(C2[C@@H]3CN(Cc4ccccc4)C[C@H]2N3)cc1 (stereo partly drawn)	47.2*!	1.4&0.4	/	-0.3&1.8	-1.5&-0.5	-18.2&6.3	10.4&-5.1
CCOC(=O)Cn1cc(/C=N/NC(=O)CC#N)c2ccccc21	/	3.2	-1.5	-1.8	0.0	0.4	8.9
O=C(COc1ccc(Br)cc1)N/N=C1\SCC(=O)N1c1ccc(F)cc1	2.9	1.1	-3.6	/	/	/	-2.5
CS(=O)(=O)N1[C@@H]2c3ccc(-c4ccccc4)c(=O)n3C[C@H]1[C@H](CO)[C@H]2C(=O)NCC1CC1	10.0	/	4.2[16.7 µM]	-2.2	-2.0	-11.8	12.3
CCCCOP(=O)(OCCCC)C(Nc1ccc(C(=O)OCC)cc1)c1ccncc1 (stereo not drawn)	-41.9	4.2	/	2.9	0.4	-7.0	-5.4
CCC(=O)N1C[C@@H]2[C@H](c3ccccc31)[C@H](CO)N2CC1CCCC1	16.8	/	39.2[16.7 µM]	2.1	5.0	-10.2	5.8
Cc1cccc(N2CCN(C(=O)C(C)C)CC2)c1C	/	-14.9	10.4	/	/	/	0.4
C[C@H](NC(=O)C[C@@H]1CC[C@H](NC(=O)C2CCC2)[C@H](CO)O1)c1ccccc1	-3.0	/	/	0.0	-2.9	6.1	-5.5
Cc1ccc(N2CCN(S(=O)(=O)c3ccc4c(c3)oc(=O)n4C)CC2C)cc1 (stereo not drawn)	4.7	-7.8	8.4	-0.7	/	7.4	8.2
C=CCn1c(SCc2nc3ccccc3[nH]2)nnc1-c1ccncc1	33.6	-1.0	-2.3	/	/	/	/
O=C(O)C(=Cc1ccccc1[N+](=O)[O-])c1ccc2c(c1)OCO2	5.9	/	/	0.6	-39.8	15.5	-24.6
CCC1Nc2ncnc(N3CCCCC3)c2N(Cc2ccc(Cl)cc2)C1=O (stereo not drawn)	-8.3	1.5	1.8&-2.6	1.8	0.8	-0.1	8.9
The list continues:
SMILES	INS-1E GSIS act	FN deposit inh	miR-122 sensor	F508del corr	EWS-Fli block	DENV2 CPE	PAX8 reporter
COc1ccc(-c2csc(N3CCC(c4ccccc4)CC3)n2)cc1	3.0	-0.5	/	/	-3.0	-0.1	0.3
CN(C)C(=O)CCc1ccc2c3c([nH]c2c1)[C@]1(C)[C@@H](C(=O)N2CCOCC2)C[C@H](CC(=O)NCC24CC5CC(CC(C5)C2)C4)C(=O)N1CC3	-20.5	2.9	-8.4	-1.6	9.5	-5.1	-3.6
CN(C(=O)CSc1cn(CC(=O)N2CCOCC2)c2ccccc12)c1ccccc1	0.3	8.4	-4.3	0.1	/	2.6	-5.0
Cc1cc(=O)oc2cc(OCC3CC(c4ccc(N(C)C)cc4)=NO3)ccc12 (stereo not drawn)	88.3	4.3	2.6	/	/	/	19.1
C/C(CC(=O)Nc1ccc2c(c1)OCCO2)=N\NC(=O)C(=O)Nc1ccccc1C	-8.8	-1.8	/	0.0	4.4	-10.7	-1.1
C[C@H]1CN([C@@H](C)CO)C(=O)c2cc(C#CC3(O)CCCC3)cnc2O[C@H]1CN(C)C(=O)C1CCCCC1	10.5	/	3.3[16.7 µM]	0.3	3.6	-7.4	-21.2
C[C@@H]1CN([C@H](C)CO)C(=O)c2cccc(NC(=O)c3ccncc3)c2O[C@H]1CN(C)C(=O)Nc1ccc(F)cc1	15.5	4.3	-1.3[16.7 µM]	-0.9	-26.6	-0.8	-14.0
CC1(C)CC(Cc2cccc(C(F)(F)F)c2)N(C(=O)OC(C)(C)C)C1 (stereo not drawn)	2.4	10.1	4.5	0.2	5.3	-1.5	-38.3
CCc1ccc(NC(=O)CN(c2ccc(OC)cc2)S(=O)(=O)c2c(C)nn(C)c2C)cc1	17.0	-4.2	-14.4	0.2	11.0	-2.6	19.1
COc1ccc(NC(=O)N2CCCCN3[C@H](C2)[C@@H](c2ccc(C4=CCCC4)cc2)[C@@H]3CO)cc1	/	/	3.4[16.7 µM]	-9.0	17.4	7.8	27.0
O=C(Cc1ccccn1)N[C@H]1C=C[C@H](CC(=O)N2CCCCC2)O[C@H]1CO	-9.5	1.4	/	-0.7	0.0	2.4	-6.7
COc1ccc(S(=O)(=O)N(C)C[C@@H]2Oc3ccc(NC(=O)C4CC4)cc3CC(=O)N([C@@H](C)CO)C[C@@H]2C)cc1	16.0	/	3.5[16.7 µM]	-2.2	2.3	-4.6	/
COc1ccc(S(=O)(=O)NCC(=O)NCCc2ccc(OC)c(OC)c2)cc1	/	10.0	-11.5	-0.9	8.2	9.4	7.9
C[C@@H]1CN([C@H](C)CO)C(=O)c2cc(NS(=O)(=O)c3ccc(Cl)cc3)ccc2O[C@@H](C)CCCCO[C@@H]1CN(C)Cc1ccccc1	-24.3	-12.5	1.6[16.7 µM]	2.6	7.9	-23.5	111.6*
C/C(=C\C(=O)c1c(O)cc(C)oc1=O)N(C)C	1.0	-1.6	-4.5	-0.2	-7.9	5.4	8.0
Cn1cc(/C=N/n2cnc3scc(-c4ccccc4)c3c2=O)c2ccccc21	/	-3.2	-3.8	/	/	/	21.8
CN(C)CC(=O)N1CCCCN2[C@@H](CO)[C@@H](c3ccc(-c4cccc(C(=O)N(C)C)c4)cc3)[C@@H]2C1	12.2	/	-5.5[16.7 µM]	0.9	-14.0	-5.7	-5.7
O=C(NCCCN1CCCCCC1)C1CCCN(S(=O)(=O)c2cccc3nsnc23)C1 (stereo not drawn)	-10.3	2.2	/	0.6	6.8	3.9	13.9
COCC1CCN(C(=O)CCc2nnc(C3(c4ccc(Cl)cc4)CCC3)o2)C1 (stereo not drawn)	-1.1	3.6	/	2.9	/	-2.2	-49.8
C[C@@H]1CN([C@H](C)CO)C(=O)c2cc(NC(=O)NC3CCCCC3)ccc2O[C@@H](C)CCCCO[C@@H]1CN(C)S(=O)(=O)c1ccc(F)cc1	3.5	-3.1	-1.8[16.7 µM]	-2.6	8.4	3.1	12.4
C[C@@H]1CN([C@@H](C)CO)C(=O)c2cc(C3=CCCC3)cnc2O[C@H]1CN(C)C(=O)c1ccc2c(c1)OCO2	-11.2	/	2.8[16.7 µM]	-0.2	-9.2	4.9	-8.3
O=C(CCc1ccccc1)N=C1SC2CS(=O)(=O)CC2N1Cc1ccc(F)cc1 (stereo not drawn)	23.1	19.8	-0.3	-0.7	/	11.0	-7.5
CCCCCCCCCCCCS(=O)(=O)CCC(=O)O	3.1	2.9	/	0.0	1.8	4.3	-9.0
CCOC(=O)CSc1nc(=O)n2cc(C)ccc2n1	15.0	/	/	/	-15.3	13.8	12.2
O=C(NCc1ccco1)Nc1ccc(OC(F)(F)F)cc1	-33.8	3.9	-0.5	0.0	-32.1	10.0	12.6

Two entries from above, with values under each structure.
Second line of a record: INS-1E GSIS act, FN deposit inh, miR-122 sensor, F508del corr, EWS-Fli block, DENV2 CPE, PAX8 reporter
- O=C(COc1ccc(Br)cc1)N/N=C1\SCC(=O)N1c1ccc(F)cc1
    2.9, 1.1, -3.6, /, /, /, -2.5
- CS(=O)(=O)N1[C@@H]2c3ccc(-c4ccccc4)c(=O)n3C[C@H]1[C@H](CO)[C@H]2C(=O)NCC1CC1
    10.0, /, 4.2[16.7 µM], -2.2, -2.0, -11.8, 12.3

(continued)
SMILES	INS-1E GSIS act	FN deposit inh	miR-122 sensor	F508del corr	EWS-Fli block	DENV2 CPE	PAX8 reporter
O=c1[nH]cnc(O)c1C(c1ccc(F)cc1)c1c(O)nc[nH]c1=O	20.1	4.1	-0.6	0.9	-2.9	7.0	-19.8
COc1ccc(N2C(=O)/C(=C\c3ccco3)N=C2SCC(=O)NC(C)C)cc1Cl	-12.8	-5.9	/	-2.1	-4.4	-7.3	27.7
O=C(CSc1nc2ccccc2c(=O)n1C1CC1)NCc1ccccc1	/	-4.4	23.4	/	/	/	-0.1
COC(=O)CSc1nc2nc(-c3cccs3)cc(C(F)(F)F)c2c(=O)[nH]1	5.1	0.2	-8.7	2.7	4.8	4.8	-1.9
COC(=O)[C@H]1C[C@@H]1[C@H](NS(=O)(=O)c1ccc2ccccc2c1)c1ccccc1	-18.5	-1.6	/	-0.3	1.5	-8.2	2.2
CC1CCCC(C)N1C(=O)Cn1cnc2cc([N+](=O)[O-])ccc2c1=O (stereo not drawn)	-7.4	-3.3	/	-3.4	-5.7	-4.1	25.7
CN(CCOc1ccccc1)CC(=O)Nc1cccc(Br)c1	-31.9	1.8	/	-0.4	0.0	-5.8	5.7
O=C(NC1CCCCCCC1)c1cc(COc2ccc3ncccc3c2)on1	/	11.4	/	-0.4	17.5	14.0	-1.6
C[C@@H]1CN([C@@H](C)CO)C(=O)c2cc(NC(=O)c3ccncc3)ccc2O[C@@H](C)CCCCO[C@H]1CN(C)S(C)(=O)=O	19.2	/	20.2[16.7 µM]	3.0	-5.1	8.8	-1.6
CO[C@@H]1CN(C)C(=O)c2cc(NC(=O)c3ccno3)ccc2OC[C@@H](C)N(S(C)(=O)=O)C[C@@H]1C	13.2	0.0	/	-2.0	1.6	1.1	-2.7
CCn1cc(C(=O)O)c(=O)c2cc(F)c(N3CCN(C(=S)NC(=O)c4ccccc4F)CC3)cc21	12.6	-4.6	/	3.7	15.1	1.8	-129.5
CC1Oc2ccccc2N(CC(=O)N2CCCc3ccccc32)C1=O (stereo not drawn)	12.2	/	51.7	-0.8	12.6	-1.1	/
CN(C)CC(=O)N1[C@H](CO)[C@H](c2ccccc2)C12CN(C(=O)c1ccc(F)cc1)C2	4.7	-13.1	/	0.5	/	-7.3	/
COc1ccc2c3c(n(C)c2c1)[C@@H](CO)N(CC1CCOCC1)CC31CCN(Cc2nccs2)CC1	-16.6	/	/	1.6	-1.9	3.5	/
